From PubChem BioAssay
TRHR PAM = TRH receptor (human) allosteric enhancement | P34981 | TRHR cells, fluo-8 calcium fluorescence, EC20 TRH enhancement | enhancement, % at 2 µM | 360,000 compounds, 0.66% hits | AID 493056; in the data active means enhancement above about 30%; further: 0% is about no effect
Target sequence (P34981 whole entry, looked up): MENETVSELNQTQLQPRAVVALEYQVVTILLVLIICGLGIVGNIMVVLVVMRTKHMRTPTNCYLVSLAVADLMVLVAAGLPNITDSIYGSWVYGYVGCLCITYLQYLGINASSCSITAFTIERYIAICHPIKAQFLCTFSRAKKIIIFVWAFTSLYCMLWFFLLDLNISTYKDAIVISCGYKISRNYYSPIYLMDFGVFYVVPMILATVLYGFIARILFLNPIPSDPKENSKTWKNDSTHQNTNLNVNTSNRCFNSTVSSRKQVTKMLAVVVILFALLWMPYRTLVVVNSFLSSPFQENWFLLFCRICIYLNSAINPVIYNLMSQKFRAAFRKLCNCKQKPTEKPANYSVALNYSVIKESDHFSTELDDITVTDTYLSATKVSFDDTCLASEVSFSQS
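TRHR-expressing cells loaded with fluo-8 calcium dye were read kinetically (ex 480/em 530) during compound addition, then stimulated with an EC20 of TRH (10 nM final). Enhancement of the Gq-mediated intracellular calcium response was scored.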
TRHR ag = activates the human TRH receptor. 360,000 compounds, 0.18% hits. AID 493084. TRHR cells, calcium flux fluo-8, FDSS agonist mode. activation, % at 2 µM. P34981; in the data active means activation above about 30%; further: 0% is about no effect
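TRHR-expressing cells loaded with fluo-8 calcium dye; 23 nL library compound pin-transferred, kinetic FDSS fluorescence (Ex 480/Em 530) recorded about 180 s for agonist-induced calcium release, before a 10 nM TRH EC20 addition for potentiator mode.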
D2 agonist = activates the human D2 dopamine receptor; HEK293 T-REx D2 cells, calcium flux agonist mode; 340,000 compounds, 0.53% hits; activation, % at 2 µM;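 active means activation over 3 SD above normal in the single-dose calcium agonist read, cut at about 30% in these data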; further: 0% is about no effect
Target sequence (P14416 whole entry, looked up): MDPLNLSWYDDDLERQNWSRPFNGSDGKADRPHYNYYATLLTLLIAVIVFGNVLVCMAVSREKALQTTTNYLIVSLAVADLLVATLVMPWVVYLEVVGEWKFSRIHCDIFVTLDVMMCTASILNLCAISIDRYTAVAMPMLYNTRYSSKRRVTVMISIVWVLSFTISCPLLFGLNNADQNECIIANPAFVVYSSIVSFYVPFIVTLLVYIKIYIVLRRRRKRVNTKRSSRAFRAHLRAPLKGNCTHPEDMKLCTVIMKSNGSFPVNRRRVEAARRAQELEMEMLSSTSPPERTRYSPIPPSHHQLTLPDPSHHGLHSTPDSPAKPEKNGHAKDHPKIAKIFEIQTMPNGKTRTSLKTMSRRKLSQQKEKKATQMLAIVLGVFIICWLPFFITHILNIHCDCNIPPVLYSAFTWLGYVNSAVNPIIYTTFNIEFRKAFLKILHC
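Tetracycline-induced HEK293 Trex cells with D2 receptor force-coupled to calcium signaling, plated overnight at 30 C and loaded with no-wash calcium dye. Calcium flux read kinetically for 180 s after compound addition; responses flag agonists.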
USP1-UAF1 inh = USP1/UAF1 (human) deubiquitinase inhibition; recombinant USP1/UAF1, Ub-Rhodamine cleavage fluorescence; Potency, µM (doses to about 57.1 µM), inactives show at the highest dose activity change, negative = inhibition, most hits filed as inhibitors; 390,000 compounds, 0.23% hits; further: potency means the concentration at half of the fitted maximal effect; on the % scale 0 is the no-effect control and ±100 the full control effect; nearly all actives have a fitted effect of over 60% in size; inactives centre near -12
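High-throughput fluorogenic screen: 1nM USP1/UAF1 complex, Ub-Rho substrate 150nM final, 50mM HEPES pH 7.8 with 0.5mM EDTA, 0.1 mg/ml BSA, 1mM TCEP and 0.01% Tween-20.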
TrxR1 substrate = is turned over as a substrate by rat TrxR1 | Potency, µM (highest dose often 114 µM), without a hit: at the highest dose activity change, negative = substrate turnover | 390,000 compounds, 0.01% hits | O89049 | purified TrxR1 substrate turnover, NADPH consumption readout | AID 588456; further: potency means the concentration at half of the fitted maximal effect; on the % scale 0 is the no-effect control and ±100 the full control effect; nearly all actives have a fitted effect of over 50% in size
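Rat TrxR1, dispensed at 90 nM, was prereduced with 400 uM NADPH (final) for 5 min at ~22 deg C, then incubated with compound 15 min before 400 uM selenite. A first-read NADPH fluorescence drop versus no-compound background flagged substrates.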
mIDH1 inhibitor = blocks human mutant IDH1 R132H enzyme; IDH1-R132H enzyme, NADPH consumption, diaphorase/resazurin fluorescence; AID 602179; 390,000 compounds, 0.093% hits; O75874; Potency, µM (titrated, usually from 76.6 µM), for the others: at the top dose activity change, negative = inhibition, usual class: inhibitors; further: potency means the concentration at half of the fitted maximal effect; on the % scale 0 is the no-effect control and ±100 the full control effect; nearly all actives have a fitted effect of over 65% in size
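IDH1-R132H (0.5 ug/mL dispensed) in pH 7.5 Tris buffer was preincubated 30 min with compound, then given a substrate mix of 0.016 mM NADPH and 2 mM alpha-KG for 80 min at room temperature; remaining NADPH was read by diaphorase/resazurin fluorescence.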
Pin1 inh = blocks the human prolyl isomerase Pin1. Q13526. Pin1 FP peptide displacement, HiFluor488, 10 min. Potency, µM (doses to about 115 µM), for the others: at the top dose activity, negative = inhibition, most hits filed as inhibitors. 390,000 compounds, 0.009% hits. AID 504891; active means well fitted inhibition curve with a large enough effect in the polarisation, with a control signal flat, not every such curve was filed as active; inconclusive means small, poorly fitted or top-dose-only effect, or effect the other way, or a change in a side signal; inactive means no such curve, though single readings can be large or run the other way; the % refers to the polarisation; further: potency means the concentration at half of the fitted maximal effect; on the % scale 0 is the no-effect control and ±100 the full control effect
Target sequence (Q13526 whole entry, looked up): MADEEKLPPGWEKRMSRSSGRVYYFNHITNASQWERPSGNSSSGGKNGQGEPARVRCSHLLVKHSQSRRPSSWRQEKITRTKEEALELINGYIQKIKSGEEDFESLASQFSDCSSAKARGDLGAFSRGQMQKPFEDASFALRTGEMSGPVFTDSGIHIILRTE
TrxR1 inh = inhibitors of rat thioredoxin reductase 1 | O89049 | recombinant rTrxR1, NADPH fluorescence consumption, selenite substrate | Potency, µM (top dose mostly 114 µM), for the others: at the top dose activity change, negative = inhibition, hits mostly inhibitors | 390,000 compounds, 1% hits | AID 588453; further: potency means the concentration at half of the fitted maximal effect; on the % scale 0 is the no-effect control and ±100 the full control effect; nearly all actives have a fitted effect of over 65% in size
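Rat TrxR1 (90 nM in the dispensed reagent) was pre-reduced with 400 uM NADPH for 5 min at room temperature, then incubated with compound for 15 min. After 400 uM selenite was added, NADPH fluorescence (Ex 340/Em 450 nm) was followed for 8 min.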
D2 antag = D2 dopamine receptor (human) antagonism; 340,000 compounds, 2% hits; AID 485344; P14416; inhibition, % at 10 µM; HEK293 TREx D2 cells, calcium flux, dopamine EC80; in the data active means inhibition above about 30%; further: 0% is about no effect
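Read-out: kinetic calcium fluorescence (1 cycle/s) in inducible HEK293 T-REx D2 cells after an EC80 dopamine addition that followed 180 s compound preincubation. Loss of the dopamine response indicates antagonism.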
Active calls of the source: *; ? = inconclusive; . = not tested or not shown; & = joins results of further samples; [ ] = remark or other dose. Unless noted, the call rests on the fitted dose curve; in most records, active means well fitted inhibition curve with a large enough effect; inconclusive means small, poorly fitted or top-dose-only effect; inactive means no such curve, though single readings can be large or run the other way. This is a subset; rates above refer to the full screens.

SMILES	TRHR PAM	TRHR ag	D2 agonist	USP1-UAF1 inh	TrxR1 substrate	mIDH1 inhibitor	Pin1 inh	TrxR1 inh	D2 antag
COc1ccc(-c2[nH]ncc2CNC(C)c2ccccc2Cl)cc1F (centres undefined)	-3.4	-0.6	.	-8.8%	1.9%	6.8%	-3.6%	12.6%	.
O=C(COc1ccc(Cl)cc1Cl)NNC(=O)c1cccnc1	-2.4	0.0	2.2	-9.7%	7.0%	-3.4%	-6.0%	37.2%[activator]	-0.4
CCn1cc(CN2CCC(n3nccc3NC(=O)Cc3ccccc3)CC2)c(C)n1	-1.7	0.7	0.5	-15.6%	-8.5%	7.0%	-1.0%	-6.3%	-18.2
CCN(CC(=O)Nc1ccc(N2CCOCC2)cc1)C(=O)c1ccc(C(F)(F)F)cc1	0.8	-0.2	-1.8	-8.2%	-19.0%[57.1 µM]	7.9%	3.5%	20.3%[57.1 µM]	17.2
CC(C)(C)c1ccc(-n2ncc3c2CCCC3NC(=O)C2=NNC(=O)CC2)cc1 (centres undefined)	1.8	-0.6	-0.3	-5.3%	-11.9%	0.0%	-4.2%	-19.9%	2.4
NC(=S)N=Nc1c(O)[nH]c2ccccc12	-0.9	0.6	.	-0.1%	-7.2%	1.3%	2.4%	-5.5%	.
O=[N+]([O-])c1ccc(Nc2cccc3c2[nH]c2c(-c4ccccc4)nccc23)c([N+](=O)[O-])c1	.	.	.	-1.0%	5.0%[11.4 µM]	2.7%	1.1%	17.5%[11.4 µM]	.
CCOC(=O)c1ccc(NS(=O)(=O)c2c(C)n[nH]c2C)cc1	13.5	0.9	0.2	-1.4%	0.7%	-7.2%	-9.5%	5.2%	10.8
COc1ccc(OC)c(NC(=O)CNC(=O)c2ccc([N+](=O)[O-])cc2)c1	3.1	-0.2	1.3	0.7%	-2.0%	-4.5%	-6.4%	1.1%	-8.0
CCOC(=O)C(C(=O)OCC)C(C(=O)OCC)N1CCOCC1 (centres undefined)	5.0	-0.5	-0.5	-2.4%	5.7%	4.6%	-6.6%	1.26µM*	8.0
Cc1c(NC(=O)Nc2c(Cl)cccc2Cl)c(=O)n(-c2ccccc2)n1C	-10.8	0.9	1.4	-14.4%	8.2%	1.3%	4.9%	18.5%	-5.1
CN(C(=O)c1ccc(NC(=O)Cc2ccc(NC(=O)C3CCCN(S(=O)(=O)c4cccc([N+](=O)[O-])c4)C3)cc2)cc1)C1CCCC1 (centres undefined)	.	.	.	-0.7%	-11.5%	-7.0%	56.0%[activator]	-6.1%	.
CCC(NC(=O)NCc1ccc2c(c1)OCO2)(C(F)(F)F)C(F)(F)F	8.3	0.5	-0.9	-26.6%	7.0%	3.2%	-9.7%	30.4%[activator]	-28.7
O=C1C(=Cc2ccco2)C(=O)c2ccccc21	-5.4	1.5	3.2	-16.1%	-8.6%	7.8%	-5.0%	?	-5.4
CCN(CC(=O)N1CCN(Cc2ccccc2)CC1)S(=O)(=O)c1ccc(C)cc1	-0.5	23.8	-0.4	-0.2%	-6.5%	9.1%	-0.6%	?	3.1
Cc1cc(C)c2sc(N(CCN(C)C)C(=O)c3ccc4ccccc4c3)nc2c1	-1.6	-0.1	0.2	-4.7%	-4.4%	7.5%	1.8%	28.0%	-4.9
CCn1cc(C(=O)OCC(=O)Nc2cccc(S(=O)(=O)N3CCOCC3)c2)c(=O)c2ccc(C)nc21	-4.7	-2.7	-1.4	4.4%	0.1%	-0.5%	-3.2%	30.5%[activator]	10.1
CCC(=O)N1CCc2cc(Br)cc(S(=O)(=O)N3CCCC(C(=O)NCc4ccc(F)cc4)C3)c21 (centres undefined)	-6.2	-0.2	0.8	-11.0%	-6.8%	0.0%	?	-1.5%	.
COC(=O)C1=C(C(=O)OC)[C@@H]2N(C)c3ccccc3[C@@]23C[C@@H](CO)N(C(=O)C2CCC2)C3=N1	.	.	.	-23.4%	-7.7%[57.1 µM]	1.8%	8.8%	16.1%[57.1 µM]	.
O=C(c1ccncc1)N1CCN(S(=O)(=O)c2cccc(C(F)(F)F)c2)CC1	-5.4	-0.2	1.0	-22.9%	1.6%	-5.8%	-4.2%	8.2%	4.7
CSc1ccc(C#N)cc1NC(=O)c1ccc(Cl)cc1Cl	-3.0	0.3	-1.1	0.1%	2.5%	1.7%	-0.4%	5.1%	-9.8
CCN1CCC(O)(/C=C/c2ccc(C(C)C)cc2)C(C(=O)/C=C/c2ccc(C(C)C)cc2)C1 (centres undefined)	.	.	.	-23.6%	-13.6%	-14.5%	13.3%	7.94µM*	.
CC(=O)c1cc(-c2ccccc2)n(CCC(=O)NC(C)(C)C)c1C	11.0	0.6	-0.3	-22.3%	-2.2%	1.9%	-9.5%	4.4%	-19.4
Cc1ccc(NC(=O)CCN2C(=O)c3ccccc3Sc3ncccc32)cc1	-1.6&-2.8	-0.5&0.2	-0.2&1.0	-4.4%&-15.8%	-9.8%&4.5%	-12.2%&-1.5%	0.4%&-0.3%	11.2µM*	-11.6
O=C(CSc1nc(-c2ccccc2)ns1)NCC1CCCO1 (centres undefined)	-2.6	-0.2	0.0	-12.8%	-0.2%	8.6%	1.4%	0.8%	-4.4
SMILES	TRHR PAM	TRHR ag	D2 agonist	USP1-UAF1 inh	TrxR1 substrate	mIDH1 inhibitor	Pin1 inh	TrxR1 inh	D2 antag
O=C(CCC(=O)N1CCN(S(=O)(=O)c2ccc3ccccc3c2)CC1)Nc1cc(Cl)cc(Cl)c1	-1.8	-0.2	1.5	-22.9%	2.3%	1.3%	11.7%	20.7%	-22.7
Cc1ccccc1-n1c(-c2ccoc2C)n[nH]c1=S	13.1	0.4	1.1	2.3%	8.5%	4.8%	-4.6%	-21.9%	22.2
Cc1cc(C)cc(NC(=O)CSc2nc3c(oc4ccccc43)c(=O)n2-c2ccccc2)c1	0.9	0.3	.	-8.1%	-14.1%	1.0%	14.9%	16.4%[57.1 µM]	.
COc1ccc2cc(CCNS(=O)(=O)c3c(C)cc(C)cc3C)c(=O)[nH]c2c1	2.6	-0.1	-0.2	-7.3%	7.4%	3.2%	-2.2%	4.8%	15.1
C/C(=N/NC(=O)c1cccc(Br)c1)C1CC2CCC1C2 (centres undefined)	4.7	0.7	0.8	-26.1%	5.1%	6.5%	0.8%	9.9%	7.0
Cc1cc(N2C(=O)c3ccc(C(=O)Nc4ccc(CC(=O)O)cc4)cc3C2=O)no1	5.4	-1.0	0.4	-14.5%	7.6%	-2.1%	-2.3%	26.1%	-3.3
O=C(Cc1nc2ccccc2[nH]c1=O)c1ccccc1	0.5	31.0*	16.4	31.6µM*	1.8%[57.1 µM]	3.1%	?	8.8%[57.1 µM]	18.1
Cc1ccc(S(=O)(=O)NNC(=O)c2sc(NS(=O)(=O)c3ccccc3)nc2C)cc1	-1.2	-1.1	-0.1	-3.8%	-4.5%	1.6%	5.5%	0.9%	-11.2
CC(=O)Nc1ccccc1C(=O)C(=O)Nc1ccc(C(=O)NCC2CCCO2)cc1 (centres undefined)	13.6	0.7	5.1	4.2%	5.4%[57.1 µM]	3.0%	-7.4%	18.2%[57.1 µM]	14.7
O=C(NCC(c1cccnc1)N1CCc2ccccc21)c1ccc(F)cc1 (centres undefined)	-3.2	-0.4	0.3	-12.3%	-12.5%	0.0%	-3.0%	-16.8%	.
CCN(C(=O)COC(=O)CNC(=O)C12CC3CC(CC(C3)C1)C2)C1CCS(=O)(=O)C1 (centres undefined)	2.5	-1.8	-1.7	-16.2%	-1.8%	-10.7%	3.2%	20.3%	-10.4
COc1ccc(-c2ccccc2)c2oc(-c3ccco3)cc(=O)c12	.	.	.	22.1%	7.1%[57.1 µM]	-4.0%	?	31.6µM*	.
CCCC(=O)Nc1sc(C)c(C)c1C#N	-3.6	-0.2	-0.1	-20.0%	-8.8%[57.1 µM]	13.0%	1.2%	22.1%[57.1 µM]	-5.3
Cn1ccnc1C1CCCCN1Cc1nc(-c2ccc(Cl)cc2)no1 (centres undefined)	1.3	-0.5	0.5	-21.6%	4.0%	5.7%	2.7%	17.5%	-2.9
COC(=O)N/N=C\c1cc2c(cc1Br)OCO2	0.5	-0.1	-1.2	-27.1%	2.3%[57.1 µM]	16.7%	-5.6%	11.5%[57.1 µM]	-3.4
CCN(CC)CCNC(=O)c1ccc(NC(=O)c2ccc(Cl)c(S(=O)(=O)N3CCCCCC3)c2)cc1	-3.6	1.0	0.7	-1.9%	-2.9%	1.1%	-1.1%	-7.1%	1.4
CCOC(=O)C(=O)Nc1cc([N+](=O)[O-])ccc1C	-5.3	-0.1	-0.3	5.1%	-8.7%	-1.5%	-14.9%	-16.8%	-5.5
O=C(NN1CCOCC1)c1cccc(COc2cccc(Br)c2)c1	2.2	0.4	1.7	4.2%	6.0%[57.1 µM]	5.8%	-0.7%	4.5%[57.1 µM]	-14.3
Cc1ccc(C(C)C)c(OCC(=O)N2CCOCC2)c1	-0.3	-0.7	0.6	0.6%	-11.9%	0.9%	-5.8%	-2.1%	-1.1

Three compounds out of the list, sorted by length of the SMILES, rising.
SMILES	TRHR PAM	TRHR ag	D2 agonist	USP1-UAF1 inh	TrxR1 substrate	mIDH1 inhibitor	Pin1 inh	TrxR1 inh	D2 antag
O=C(NN1CCOCC1)c1cccc(COc2cccc(Br)c2)c1	2.2	0.4	1.7	4.2%	6.0%[57.1 µM]	5.8%	-0.7%	4.5%[57.1 µM]	-14.3
Cn1ccnc1C1CCCCN1Cc1nc(-c2ccc(Cl)cc2)no1 (centres undefined)	1.3	-0.5	0.5	-21.6%	4.0%	5.7%	2.7%	17.5%	-2.9
Cc1cc(N2C(=O)c3ccc(C(=O)Nc4ccc(CC(=O)O)cc4)cc3C2=O)no1	5.4	-1.0	0.4	-14.5%	7.6%	-2.1%	-2.3%	26.1%	-3.3
